Bioassay records deposited in PubChem BioAssay by Sanford-Burnham Center for Chemical Genomics.
H9c2 TAG inh: inhibitors of triacylglycerol accumulation, primary screen, cell-based, uHTS, fluorescence, H9c2 | H9c2 cells, Nile Red lipid (TAG) fluorescence; cells loaded with 200 µM oleic acid | inhibition, % at 12.5 µM | hit rate 0.66% among 230,000;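 active means pattern-corrected inhibition of lipid staining of at least 50% with the nuclear-stain viability signal not falling by more than 50%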;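 further: 0% = DMSO wells and 100% = triacsin C control wells; some results filed as inactive read as strong as hits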
H9c2 TAG inh DAPI viability: further read-out of H9c2 TAG inh, marked with its call; DAPI nuclei signal change (viability), lower = more cytotoxic, %;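 whole-well DAPI fluorescence read on a plate reader as a viability signal; minus 50 percent equals half of cells still viable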
Active calls of the source: *.

SMILES	H9c2 TAG inh	H9c2 TAG inh DAPI viability
COC(=O)Cc1[nH]nc2c1C(c1c[nH]c3ccccc13)C(C#N)=C(N)O2 (centres undefined)	-4	4
C[C@@H](C(=O)Nc1ccccc1N1CCOCC1)N1C(=O)C2CCCCC2C1=O (some centres undefined)	-5	-5
Cn1cnc(S(=O)(=O)Nc2ccc(OC(F)F)cc2)c1	4	-3
COc1cc(OC)cc(-c2oc(=O)c3cc(OC)c(OC)cc3c2C#CCCO)c1	32	6
COc1ccc2c(c1)Sc1ccccc1N2CCN(C)C	2	16
CSc1nnc(SCC#N)s1	3	2
CC1(C)C2CCC1(CS(=O)(=O)N1CCC(C(N)=O)CC1)C(=O)C2 (centres undefined)	10	3
Cc1ccc(O)c(NC(=O)C2=CC(c3ccco3)=NS(=O)(=O)N2C)c1	-15	-7
CCC1C/C(=C\c2cccnc2)C(=O)/C(=C/c2cccnc2)C1 (centres undefined)	33	-24
CCN(CC)CCN(C)C(=O)c1ccc(OC2CCN(C(=O)C3CC3)CC2)cc1	0	4
COc1ccccc1CNC(=O)c1cc(C)nn1-c1ccccc1	8	-8
O=Cc1cc(N=Nc2ccc(S(=O)(=O)O)cc2)ccc1O	-2	4
CC(=O)c1cc2c(cc1NC(=O)C1CC1)OCO2	8	-7
CC(=O)N1CCN(c2ccc(NCc3ccc(C(C)C)cc3)cc2)CC1	16	-14
O=C(N/N=C/c1ccc2c(c1)OCO2)c1ccc(COCC(F)(F)C(F)F)cc1	-10	-9
COc1cc2c(cc1OC)-c1nnc(C)n1C1(CCCC1)C2	10	-1
Cc1ccc(N(C)S(=O)(=O)c2cccc(C(=O)OCC(=O)c3c(N)n(C)c(=O)n(C)c3=O)c2)cc1	-21	9
O=C(NCCc1ccccc1)c1ccc2nccnc2c1	-12	3
CCOc1cccc(C(=O)Nc2cccc(-c3nc4ncccc4o3)c2C)c1	2	-6
CC(C(=O)NC1=NCCS1)N1C(=O)C2CC=CCC2C1=O (centres undefined)	8	-3
Cc1cccc(C(=O)Nc2sc3c(c2C(=O)O)CCC3)c1	1	2
COCCCn1c(=NC(=O)c2ccncc2)c(C#N)cc2c(=O)n3cccc(C)c3nc21	9	48
CC(C)N1C(=O)S/C(=C\c2ccc(-c3ccc(Cl)c(C(=O)O)c3)o2)C1=O	0	4
O=c1ccc(-c2ccc([N+](=O)[O-])cc2)nn1-c1ccccc1	13	-4
CC1CC(=O)Nc2ccccc2N1C(=O)CSc1nnnn1C (centres undefined)	-5	3
c1ccc(C2C/C(=N\N3CCOCC3)c3ccccc3O2)cc1 (centres undefined)	-2	-4
CCN1/C(=C2/SC(=S)NC2=O)Sc2ccccc21	5	-10
Cc1cc2c3c(c1)C(C)CC(C)(C)N3C(=O)C2=C(C#N)C#N (centres undefined)	30	-21
Cc1ccc(-c2cn3cc(C)ccc3n2)cc1	-9	-3
CCn1cc(S(=O)(=O)Nc2cc(C(=O)OC)ccc2C)cn1	-9	2
CC(C)(c1cc(Cl)c(O)c(CN2CCOCC2)c1)c1cc(Cl)c(O)c(CN2CCOCC2)c1	-26	4
CC(C)n1c(Oc2ccc(F)cc2)nc2c1c(=O)n(C)c(=O)n2C	-65	9
COc1cc(OC)cc(C(=O)Nc2cccc3nc(C)ccc23)c1	4	-6
CCNC(=O)CON=C1c2ccccc2-c2ccccc21	-4	13
CNC(=O)C(=O)NCCC1CCCCN1S(=O)(=O)c1cccs1 (centres undefined)	-9	-1
Cc1ccc(C(=O)NNC(=O)c2ccoc2C)s1	-4	2

Three entries from above in another layout:
Results follow in this order: H9c2 TAG inh | H9c2 TAG inh DAPI viability
Cc1ccc(C(=O)NNC(=O)c2ccoc2C)s1
→ -4 | 2
CC(C(=O)NC1=NCCS1)N1C(=O)C2CC=CCC2C1=O (centres undefined)
→ 8 | -3
CSc1nnc(SCC#N)s1
→ 3 | 2

Following part
SMILES	H9c2 TAG inh	H9c2 TAG inh DAPI viability
Cc1cc(=O)c2n(Cc3ccccc3Cl)nc[n+]2[nH]1	-19	13
COC(=O)c1scc(C)c1NC(=O)CC1NCCNC1=O (centres undefined)	-5	1
Cc1cnc(NC(=O)c2cccc(S(=O)(=O)N3CC(C)OC(C)C3)c2)s1 (centres undefined)	-4	-1
COc1ccc(NC(=O)COC(=O)c2ccc3ccccc3n2)cc1OC	-2	1
COCCN(C(=O)c1cc(Cl)ccn1)c1c(N)n(Cc2ccccc2)c(=O)[nH]c1=O	-1	2
O=C1NCCNC1c1ccccc1 (centres undefined)	-2	10
CC(=O)Nc1ccc(C(=O)NCCCSc2ccccc2)cc1	-4	-9
COc1ccc(S(=O)(=O)NCC(=O)NCCc2ccc(OC)c(OC)c2)cc1	9	-4
CCC(C)Oc1ccc(/C=C/c2[nH]c(=O)[nH]c(=O)c2[N+](=O)[O-])cc1OC (centres undefined)	6	-14
O=C(Nc1ccccc1N1CCN(C(=O)c2ccccc2)CC1)c1ccccc1Cl	-4	-6
CCCOCCc1nnc(N)s1	8	-2
CCCn1c(SCC(=O)c2cc(C)n(-c3cc(C)on3)c2C)n[nH]c1=O	-18	2
O=c1c2ccccc2nnn1CSc1nnc(-c2ccc3c(c2)OCO3)o1	-4	-1
Nc1c(C(=O)N/N=C/c2ccc(F)cc2)oc2nc(-c3ccccc3)cc(-c3ccco3)c12	-4	14
O=C(O[C@H]1[C@H](Cc2ccccc2)NS(=O)(=O)[C@H]2C[C@@H]3C=C[C@]12O3)c1ccc([N+](=O)[O-])cc1	-11	7
CCn1cc(C(=O)NCCc2ccccc2C)c(=O)c2ccc(C)nc21	-6	9
Cc1cc(C)n2nc(-c3ccccc3)cc2n1	-11	5
O=C(CSc1nnc(-c2cccnc2)n1-c1ccccc1)Nc1ccccn1	4	0
O=C(O)CCNc1nc(C(F)(F)F)nc2ccccc12	-20	1
O=C(NCc1ccco1)C1CC(=O)N(c2ccc(O)cc2)C1 (centres undefined)	-9	7
O=C1OCCN1/N=C/c1ccc([N+](=O)[O-])o1	-10	2
Cc1cc(-n2cc(Br)c(=O)[nH]c2=O)nc(-c2ccccc2)n1	9	2
CC1CCCCN1S(=O)(=O)c1ccc2c(c1)oc(=O)n2CC(=O)O (centres undefined)	11	-2
COc1ccc(C(=S)NC2CCCCC2)cc1	-4	-9
O=C(Cc1c(F)cccc1Cl)N1CCN(S(=O)(=O)c2cccs2)CC1	-4	2
CC(=O)Nc1cccc(NS(=O)(=O)c2ccc3c(c2)CCC(=O)N3)c1	-14	3
O=C(/C=C/c1ccc2c(c1)OCO2)c1ccccn1	-18	-3
CCOc1ccc(NC(=S)NNC(=O)c2ccc(Br)cc2)cc1	-1	5
CCCCCCCn1ccc(O)c(CC(=O)OC)c1=O	3	-3
COc1ccc(N2CCN(C(CNC(=O)C(=O)NCc3cccs3)c3ccco3)CC2)cc1 (centres undefined)	-1	-1
COc1ccc(C(CNC(=O)c2ccc(NS(=O)(=O)c3ccc4c(c3)OCCO4)cc2)N(C)C)cc1 (centres undefined)	-9	7
Cc1ccc(C(c2sc3nc(C)nn3c2O)N2CCN(c3ccccc3F)CC2)cc1 (centres undefined)	8	-3
COc1ccc(/C=C/C(=O)Nc2ccccc2Cl)cc1S(=O)(=O)N1CCOCC1	-24	2
CCc1ccc(OCc2nnc(SCc3ccc(C(=O)O)cc3)o2)cc1	2	6
COC(=O)C1=C(C)N(Cc2ccc(C)cc2)C(=O)/C1=C\c1cc(OC)c(OC)c(OC)c1	1	-6
COc1ccc(NC(=O)COc2cccc3c2CCNC3=O)cc1	-3	3
C=CCNCCCCOc1ccc(C)cc1[N+](=O)[O-]	-9	1
Cc1ccccc1S(=O)(=O)NC(=NCc1ccc(F)cc1)c1ccccc1	-18	-8
CC1CN(C2CCN(C(=O)c3cccc(Cl)c3)CC2)CC(C)O1 (centres undefined)	-5	-2
COC(=O)[C@H](C)N(Cc1ccc(Cl)c(Cl)c1)S(=O)(=O)CCNC1CCCC1	6	-30
CCC(=O)c1c(NCCc2ccccc2)cc(C)oc1=O	-10	9
O=C(Nc1nc2ccccc2n1CCOc1ccccc1)c1ccco1	-29	-6
Cc1nn(-c2ccc(Cl)cc2)c2[nH]c(=O)c(CNCc3ccc4c(c3)OCO4)cc12	4	12
COC(=O)C[C@H]1C[C@H]2c3cc(NS(=O)(=O)c4ccc(OC)cc4)ccc3O[C@H]2[C@H](CO)O1	-3	-4
CCCSc1ccc2nc(NC(=O)OC)[nH]c2c1	58*	-30*
Cc1ccc(S(=O)(=O)NC(=O)N2CCCC(C)(C)C2)cc1	15	-3
O=C1NC(Cc2c[nH]c3ccccc23)C(=O)N1CCOc1ccc(F)cc1 (centres undefined)	3	10
COc1ccc(-c2c3c(=O)n(C)c(=O)n(C)c3cn2-c2ccc(O)cc2)cc1	-8	-2
COc1ccc(-n2c(Cc3cccn3C)nnc2SCC(N)=O)cc1	-5	-1
O=C(Nc1ccccc1)c1ccc(=O)n(Cc2cccc(Cl)c2)c1	2	4
COc1ccc(C(CNC(=O)COc2ccccc2C)N2CCCCC2)cc1 (centres undefined)	-37	5
CCCOc1cccc(C(=O)N2CCN(C(=O)C3CCCO3)CC2)c1 (centres undefined)	0	-4
COc1ccc(-c2nn(Cc3ccccc3)cc2C(=O)N2CCN(c3ncccn3)CC2)cc1	-29	3
Cc1cc(C)n(CCNC(=O)c2cc(COc3c(F)cccc3F)on2)n1	0	3
O=C(NC(=S)N1CCCC(O)C1)c1ccco1 (centres undefined)	16	0
COc1cc(OC)c(NC(=O)C2CC(=O)N(c3ccc4c(c3)OCCO4)C2)cc1Cl (centres undefined)	-5	6
COc1cccc(C2Nc3ccccc3NC3=C2C(=O)CC(C)(C)C3)c1 (centres undefined)	-12	7
CCC1(C)NC(=O)N(CC(=O)Nc2sc3c(c2C(N)=O)CCC3)C1=O (centres undefined)	-28	2
O=C(O)c1cc2nc3c(c(C(F)(F)F)n2n1)CCCC3	10	-7
Cc1cc(C(=O)Nc2ccccc2)c2ccccc2n1	-2	-8

Exported with each value named: entries from further up
O=c1ccc(-c2ccc([N+](=O)[O-])cc2)nn1-c1ccccc1
- H9c2 TAG inh: 13
- H9c2 TAG inh DAPI viability: -4

Cc1ccc(S(=O)(=O)NC(=O)N2CCCC(C)(C)C2)cc1
- H9c2 TAG inh: 15
- H9c2 TAG inh DAPI viability: -3

O=c1c2ccccc2nnn1CSc1nnc(-c2ccc3c(c2)OCO3)o1
- H9c2 TAG inh: -4
- H9c2 TAG inh DAPI viability: -1

COc1ccc(NC(=O)COc2cccc3c2CCNC3=O)cc1
- H9c2 TAG inh: -3
- H9c2 TAG inh DAPI viability: 3

(listing goes on)
SMILES	H9c2 TAG inh	H9c2 TAG inh DAPI viability
COc1cccc(-c2nc(SCC(=O)Nc3nc(-c4ccccc4)c(C)s3)[nH]c(=O)c2C#N)c1	1	-3
COc1ccccc1N1C(=O)c2cccc3c(N(C)CCO)ccc(c23)C1=O	-11	4
COc1cc(OC)cc(C(=O)NCCc2ccc(OC)c(OC)c2)c1	-3	3
O=C(c1ccc2c(=O)n(-c3ccccc3)c(=S)[nH]c2c1)N1CCCCC1	-22	-3
Cc1noc(C)c1CCC(=O)N1CCCC(N2CCN(c3ccc(F)cc3)CC2)C1 (centres undefined)	-9	-5
O=C(NCc1ccco1)C1CC(c2ccccc2C(F)(F)F)=NO1 (centres undefined)	-2	-8
O=C(CCCCC(=O)NCc1cccs1)NCc1cccs1	-16	16
CNS(=O)(=O)c1ccc(NC(=O)c2cc(-c3ccncc3)nc3ccc(Cl)cc23)cc1	23	-1
Cc1ccc(NC(=O)c2ccc(NS(=O)(=O)c3c(C)noc3C)cc2)cc1C	-12	14
CCOc1cc(N2CCOCC2)c(OCC)cc1NC(=O)CN1CCSC1=O	1	12
COCC(N)(c1ccccc1)c1nc2ccccc2n1C (centres undefined)	13	-9
COc1cccc(-n2cnc3sc4c(c3c2=O)CCC4)c1	3	3
CN(C)S(=O)(=O)c1cccc(COC(=O)c2ccc3c(c2)OCO3)c1	-17	0
CCOC(=O)N1CCN(C(=S)NC)CC1	-7	-1
CCCCN(C(=O)C1CC(=O)N(CCc2ccc(OC)c(OC)c2)C1)c1c(N)n(CC(C)C)c(=O)[nH]c1=O (centres undefined)	4	9
CCC(C)Sc1nnc(CNS(=O)(=O)c2ccc(F)cc2)n1C (centres undefined)	8	1
O=C1CC(N2CCN(c3ccc(C(=O)c4ccc(F)cc4)cc3)CC2)C(=O)N1 (centres undefined)	10	-6

Only part of the results is shown (hit frequency here may not be typical).
